Compound activity as filed in PubChem BioAssay.
ELG1 DNA repair: blocks ELG1-dependent DNA repair in HEK293T cells. HEK293T ELG1-luciferase reporter, luminescence, 16 h; DNA damage induced by 5-fluorouridine. 330,000 compounds, 2.3% hits. Potency, µM (doses to about 46.1 µM), inactives show at the top dose activity change, negative = inhibition, hits mostly inhibitors; also: potency is read from the fitted curve at half-maximal effect; % is scaled to controls: 0 for no effect and ±100 for the full control effect; nearly all actives have a fitted effect of over 55% in size
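Luminescence from the luciferase reporter, measured 30 min after ONE-Glo reagent at room temperature, was the read-out. Beforehand, 2,000 cells per well were exposed for 16 hr at 37 °C to 5-fluorouridine together with compound or vehicle.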
PTAP TSG101 blk: blocks PTAP/TSG101 interaction to inhibit HIV-1 budding | Q99816 | Fluorescence polarization, FITC-PTAP peptide / Tsg101 binding | Potency, µM (highest dose often 115 µM), for inactives: at the top dose activity change, negative = inhibition, most hits filed as inhibitors | 340,000 tested, under 10 active; active = well fitted inhibition curve with a large enough effect in the main read-out, with a control signal flat, not every such curve was filed as active; inconclusive = small, poorly fitted or top-dose-only effect, or effect the other way, or a change in a side signal; inactive = no such curve, though single readings can be large or run the other way; also: potency is read from the fitted curve at half-maximal effect; % of control where 0% means no effect
Target sequence (Q99816 whole entry, looked up): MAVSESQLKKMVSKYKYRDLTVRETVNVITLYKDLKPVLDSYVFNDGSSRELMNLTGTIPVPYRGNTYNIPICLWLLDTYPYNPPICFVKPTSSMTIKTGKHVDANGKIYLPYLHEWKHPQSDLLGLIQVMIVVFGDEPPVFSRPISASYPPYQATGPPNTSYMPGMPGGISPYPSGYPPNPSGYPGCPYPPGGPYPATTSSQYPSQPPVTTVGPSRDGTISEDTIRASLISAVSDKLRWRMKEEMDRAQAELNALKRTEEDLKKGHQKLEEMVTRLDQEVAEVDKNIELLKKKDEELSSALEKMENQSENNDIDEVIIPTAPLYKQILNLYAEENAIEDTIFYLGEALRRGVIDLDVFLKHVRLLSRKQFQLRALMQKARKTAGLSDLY
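Fluorescence polarization binding of Tsg101 binding domain (10 uM final) to FITC-labeled PTAP peptide (50 nM final) in HEPES pH 7.5 buffer with NaCl, Tween 20, EDTA, TCEP. Compounds added before peptide; binding 20 min at RT.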
TSHR antag: human thyrotropin receptor antagonism; activity change, negative = inhibition, % at 11.5 µM; 330,000 compounds, 0.2% hits; TSHR-expressing cells, TSH-stimulated cAMP HTRF, 2 h; hits give low values; P16473;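 active = activity change below a set negative limit, meaning inhibition stronger than a set level, cut at about -70% in these data; inconclusive = activity change between two set negative limits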; also: % is scaled to controls: 0 for no effect and ±100 for the full control effect
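Freshly harvested TSHR cells receive pin-tooled compound, then EC80 TSH at 4nM final. After 2 hours at 37 deg C, antibody in lysis buffer and cAMP-d2 are added; 30 minutes at ambient temperature precede the HTRF read.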
Tb PFK block: blocks T. brucei phosphofructokinase | T. brucei PFK, ADP-Glo luminescence | Potency, µM (doses to about 57.5 µM), inactives show at the top dose activity, negative = inhibition, usual class: inhibitors | 330,000 compounds, 0.17% hits | AID 485367;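 also: potency is read from the fitted curve at half-maximal effect; 0% = uninhibited 1x PFK enzyme wells and -100% = no-enzyme wells; nearly all actives have a fitted effect of over 60% in size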
Target sequence (O15648 whole entry, looked up): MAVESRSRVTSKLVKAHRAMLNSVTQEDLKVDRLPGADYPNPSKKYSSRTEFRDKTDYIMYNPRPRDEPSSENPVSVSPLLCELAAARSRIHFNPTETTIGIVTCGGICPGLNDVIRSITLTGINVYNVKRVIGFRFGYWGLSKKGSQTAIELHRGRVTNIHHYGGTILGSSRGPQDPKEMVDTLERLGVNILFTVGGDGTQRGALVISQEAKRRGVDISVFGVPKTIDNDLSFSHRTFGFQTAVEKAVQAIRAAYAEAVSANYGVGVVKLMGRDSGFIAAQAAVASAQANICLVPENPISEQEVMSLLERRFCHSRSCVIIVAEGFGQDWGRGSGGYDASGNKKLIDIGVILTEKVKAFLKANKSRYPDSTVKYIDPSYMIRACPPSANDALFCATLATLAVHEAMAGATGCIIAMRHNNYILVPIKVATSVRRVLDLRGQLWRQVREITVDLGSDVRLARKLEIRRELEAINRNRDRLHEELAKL
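Compounds were pin-transferred as a titration series up to 57 uM into substrate buffer (0.5 mM F6P, 0.1 mM ATP, pH 8.0), then 1.25 nM PFK was added and reactions ran 45 min before ADP-Glo detection.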
AT treatment: candidate therapy for ataxia-telangiectasia | […] A-T fibroblasts, KAP-1 phosphorylation AlphaLISA; neocarzinostatin DNA damage 30 min before lysis | Potency, µM (series often up to 57.5 µM), for the others: at the top dose activation, most hits filed as activators | 320,000 compounds, 0.19% hits; also: potency is read from the fitted curve at half-maximal effect; % of control where 0% means no effect; nearly all actives have a fitted effect of over 45% in size
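ATM-like activity read as KAP-1 phosphorylation via AlphaLISA donor/acceptor antibody pairs after lysis and 6 hr at 25C. Cells were ATM-null patient fibroblasts ([…], hTERT), dosed 60 min, then exposed to the DSB inducer NCS for 30 min.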
TCR activator: T cell receptor activation. primary human leukocytes, anti-CD3, IL-2 HTRF, 48 h. Potency, µM (series often up to 9.22 µM), for inactives: at the top dose activation of IL-2 secretion, most hits filed as activators. 330,000 tested, under 10 active. AID 504894; also: % of control where 0% means no effect
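Compounds are tested in HTS on primary human leukocytes co-incubated with a-CD3 beads for 48 hr. IL-2 output is measured by time-resolved FRET.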
BCR signal inh: blocks chronic active B-cell receptor signaling | Potency, µM (highest dose often 46.1 µM), for inactives: top-dose ratio change, negative = lower green/red ratio, usual class: inhibitors | 340,000 compounds, 0.05% hits | ABC-DLBCL IkBa-CBG/CBR reporter, luminescence ratio, 4 h; active = well fitted inhibition curve with a large enough effect in the signal ratio, with a control signal flat, not every such curve was filed as active; inconclusive = small, poorly fitted or top-dose-only effect, or effect the other way, or a change in a side signal; the % refers to the signal ratio;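 also: potency is read from the fitted curve at half-maximal effect; plate controls were basal doxycycline-induced cells for no effect and cells given 10 µM MG132 for full effect; MG132 reads +100%, hits lower the ratio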
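Doxycycline induced both beetle luciferases in TMD8 lymphoma cells; IKK-driven degradation limits the IkappaBalpha-fused green signal, while red luminescence normalises for cell number and nonspecific effects. Compounds tested up to 46 uM, 4 hrs.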
Integrin act MD: integrin-mediated muscular dystrophy alleviation activation. alpha7betagal myoblasts, beta-gal FDG fluorescence, 48 h. Potency, µM (doses to about 38.3 µM), for the others: top-dose activation, hits mostly activators. 350,000 compounds, 0.064% hits;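 also: potency is read from the fitted curve at half-maximal effect; 100% = response of the positive control SU9516; nearly all actives have a fitted effect of over 60% in size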
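alpha7betagal+/- myoblasts (passage 13, 250/well) treated 48 h at 37C with compounds at 1:260 dilution of DMSO stock. Lysed, then beta-galactosidase activity read as FDG fluorescence (ex 480/em 540) after 30 min, with pre-read for autofluorescence.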
Mito fusion act: blocks mitochondrial division or promotes mitochondrial fusion; S. cerevisiae fusion-defective mutant growth rescue, CellTiterGlo 48 h; Potency, µM (highest dose often 46.1 µM), for inactives: at the highest dose growth rescue (activation), hits mostly activators; 320,000 compounds, 0.23% hits; AID 485298;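 also: potency is read from the fitted curve at half-maximal effect; % of control where 0% means no effect; nearly all actives have a fitted effect of over 45% in size; temperature-sensitive fusion mutants such as fzo1-1 at 37 °C on non-fermentable ethanol glycerol medium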
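Temperature-sensitive fusion-defective S. cerevisiae (e.g. fzo1-1, mgm1-5) were grown with compound in YPEG medium (3% ethanol, 3% glycerol) for 48 hours at 37C. Growth rescue was measured as viability by CellTiterGlo luminescence after 10 minutes at ambient.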
ASM inhibitor: human S-ASM enzyme inhibition | P17405 | placental ASM, HMU-PC fluorogenic substrate, 60 min | Potency, µM (series often up to 57.5 µM), for inactives: top-dose activity change, negative = inhibition, most hits filed as inhibitors | 340,000 compounds, 0.006% hits; also: potency is read from the fitted curve at half-maximal effect
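Human placenta-derived ASM preincubated with compound 10 min at room temperature, then reacted with 9 uM (final) fluorogenic HMU-PC substrate for 60 min at 37 C. Stop solution raises pH to 10; fluorescence read at Ex 386/Em 447 nm.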
Eya2 inh: inhibitors of human Eya2 phosphatase activity; Potency, µM (doses to about 76.9 µM), for the others: at the highest dose activity, negative = inhibition, most hits filed as inhibitors; 330,000 compounds, 0.006% hits; O00167; recombinant Eya2, OMFP fluorescence dephosphorylation (OMFP is methylfluorescein phosphate); also: potency is read from the fitted curve at half-maximal effect; % is scaled to controls: 0 for no effect and ±100 for the full control effect
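Eya2 protein (added as 0.2 uM solution) was preincubated with compound for 10 min at ambient temperature in 50 mM HEPES pH 7.5, 50 mM NaCl, 5 uM MgCl2, 0.05% BSA, 1 mM DTT. OMFP (added at 50 uM) then reacted 10 min; fluorescence read at 485/525 nm.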
Starred values were filed as active, the others as inactive; u = inconclusive; x = no result given; [ ] = dose if it differs, or a comment. Unless noted, calls follow the shape of the dose curve; as a rule, active = well fitted curve in the direction sought with a large enough effect; inconclusive = small, poorly fitted or top-dose-only effect, or another doubt; inactive = no such curve, though single readings can be large; an effect the other way counts as inactive or inconclusive.

SMILES	ELG1 DNA repair	PTAP TSG101 blk	TSHR antag	Tb PFK block	AT treatment	TCR activator	BCR signal inh	Integrin act MD	Mito fusion act	ASM inhibitor	Eya2 inh
O=C(COC(=O)/C=C/c1cccc(Cl)c1)Nc1ccc(N2CCOCC2)cc1	11%	1%	-19	0%	-8%	0%	5%	16%	x	-2%	-17%
COc1ccc(/C=C(/C#N)C(=O)Nc2cccc(C)c2C)cc1C(=O)O	15%	-1%	-14	-1%	-5%	3%	3%	14%	-4%	4%	9%
COc1ccc(C(=O)O)cc1F	-30%	0%	-5	-1%	0%	3%	9%	-8%	-1%	3%	22%
Cc1ccc(NC2CCCN(C(=O)CN3C(=O)c4ccccc4C3=O)C2)cc1C (stereo not given)	0%	0%	4	1%	0%	2%	u	-7%	0%	-1%	3%
Cc1c(CC(=O)NCC(C)C)c(=O)oc2cc3c(cc12)CCC(C)(C)O3	11%	-5%	4	2%	-6%	-1%	-8%	-31%	20%	11%	1%
COc1ccc(CCNC(=O)Cc2cc(OC)c(OC)cc2[N+](=O)[O-])cc1OC	3%	-3%	14	3%	1%	-1%	-2%	-12%	-1%	-3%	4%
Cc1ccc(C)c(NC(=S)N(Cc2ccco2)C(C)c2cccs2)c1 (stereo not given)	-14%	-7%	16	-1%	10%	-2%	-12%	7%	4%	-2%	4%
COc1ccc(CCC(C)NCc2ccc(C(F)(F)F)cc2)cc1 (stereo not given)	-2%	-6%	-5	0%	0%	x	u	21%	1%	1%	-6%
CCCc1nc2ccc([N+](=O)[O-])cc2[nH]1	1%	-5%	4	-8%	-2%	-1%	8%	-22%	2%	0%	-4%
O=C(CN1C(=O)C2C3CCC(C3)C2C1=O)N1CCN(Cc2ccccc2)CC1 (stereo not given)	12%	-2%	-11	4%	6%	1%	8%	-10%	3%	1%	-3%
CC(C)(C)[C@H]1C=C(C(=O)N2CCN(Cc3ccccc3)CC2)O[C@@H](OCc2ccc(CO)cc2)C1	u	-7%	-5	9%	20%	-5%	4%	30%	-19%	2%	-16%
OC(CNCc1cccnc1)COc1ccc2ccccc2c1 (stereo not given)	-19%	1%	0	2%	-2%	4%	0%	-36%	-5%	-1%	4%
NS(=O)(=O)c1ccc(CNC(=O)C23CC4CC(CC(C4)C2)C3)cc1	u	-3%	2	1%	x	14%	3%	17%	0%	6%	7%
C[C@H](NC(=O)[C@@H]1CSC2c3ccccc3C(=O)N21)C(=O)NCCc1ccc(F)cc1 (stereo not given in full)	10%	-9%	3	-9%	19%	-7%	-3%	-38%[inhibitor]	0%	0%	-12%
CC1CCc2c(sc(NC(=O)C3=COCCO3)c2C(N)=O)C1 (stereo not given)	u	0%	x	0%	u	4%	3%	0%	22%	-1%	17%
Cc1cccc(C)c1NC(=O)C1CCCN1S(=O)(=O)c1ccc2c(c1)n(C)c(=O)c(=O)n2C (stereo not given)	2%	-2%	0	1%	-7%	-1%	9%	4%	0%	1%	7%
CCc1ccc(C(=O)N/N=C/c2ccncc2)s1	u	-7%	24	3%	-4%	0%	-9%	39%	-6%	-1%	-16%
O=C(O)c1c2c(nc3ccc(Cl)cc13)CCC2	-15%	-2%	-4	-9%	0%	4%	1%	-15%	17%	6%	2%
COc1ccc(-n2nc(C(=O)NCC(=O)NCC3CCCO3)c3ccccc3c2=O)c(OC)c1 (stereo not given)	12%	-4%	-4	1%	-1%	5%	0%	4%	-2%	4%	-13%
O=C(O)COc1cccc(NC(=O)c2ccccc2)c1	10%	-4%	-6	0%	4%	-1%	-2%	25%	-4%	0%	11%
COc1ccc(C(=O)NCc2cccc(Cl)c2)cc1S(=O)(=O)N1CCOCC1	-1%	-6%	-8	-17%	5%	-2%	1%	0%	1%	-4%	7%
CS(=O)(=O)N(Cc1ccccc1F)c1ccccc1	-2%	-8%	-19	6%	15%	4%[46.1 µM]	-1%	12%	-3%	3%	1%
C/C(=N\NC(=O)c1ccc([N+](=O)[O-])c(C)c1)c1ccccc1Cl	u	-1%	0	-7%	-3%	-4%	0%	-25%	-1%	-1%	-7%
CC(NS(=O)(=O)c1ccccc1)C(c1cccs1)N1CCOCC1 (stereo not given)	1%	0%	16	-3%	-4%	1%	u	9%	3%	-1%	7%
CCOCCn1c(CN2CCN(c3ccc(F)cc3)CC2)nc2c1c(=O)n(C)c(=O)n2C	u	-3%	0	3%	-1%	12%	1%	-7%[7.66 µM]	6%	2%	-5%[15.4 µM]

A few values from the results shown.
Under ASM inhibitor, CC(NS(=O)(=O)c1ccccc1)C(c1cccs1)N1CCOCC1 (stereo not given) is listed with -1%
Under ASM inhibitor, Cc1ccc(NC2CCCN(C(=O)CN3C(=O)c4ccccc4C3=O)C2)cc1C (stereo not given) is listed with -1%

Other records:
SMILES	ELG1 DNA repair	PTAP TSG101 blk	TSHR antag	Tb PFK block	AT treatment	TCR activator	BCR signal inh	Integrin act MD	Mito fusion act	ASM inhibitor	Eya2 inh
CCOC(=O)[C@H]1[C@H]2COc3ccc(OC)cc3[C@@H]2N2C(=O)c3cc(OC)ccc3NC(=O)[C@@]12C	2%	-1%	5	-2%	-8%	5%	1%	-6%	0%	2%	23%
Cc1ccc(CCNC(=O)C2CCN(S(=O)(=O)c3ccc4c(c3)NC(=O)CO4)CC2)cc1	-4%	-1%	-4	1%	-1%	-7%	-3%	u	3%	-2%	0%
CN(C)c1ccc(C(=O)N2CCNC(=O)C2CC(=O)Nc2ccc(F)cc2)cc1 (stereo not given)	2%	-4%	-7	0%	-1%	-6%	5%	10%	-3%	-2%	-5%
O=C(COC(=O)Cc1ccc(Br)cc1)NC1CCCCCC1	4%	-2%	0	-5%	0%	-4%	3%	19%	0%	-1%	3%
Cc1nnc(SCc2cc(=O)[nH]c(=S)[nH]2)s1	1%	-7%	-11	-1%	-4%	x	u	-4%	2%	2%	1%
CN(Cc1ccc(OC(F)F)cc1)C(=O)/C=C/c1ccc(S(=O)(=O)N2CCOCC2)cc1	16µM*	-4%	-5	9%	3%	-3%	-7%	0%	x	-7%	2%
CCc1noc(C)c1C(=O)N(C)CC(=O)Nc1ccc(OC)cc1	15%	1%	2	-7%	-7%	6%	1%	2%	-1%	0%	-12%
COc1ccc(-c2nc3ccccc3c(=O)n2-c2c(C)n(C)n(-c3ccccc3)c2=O)cc1	u	-2%	0	3%	-9%	1%	u	8%	-8%	8%	-4%
CC(C)C(NC(=O)c1ccc(F)cc1)C(=O)N1CCOCC1 (stereo not given)	12%	-2%	59	6%	-4%	2%	3%	14%	5%	5%	-24%
COCCNc1nc2nonc2nc1N(C)Cc1cccc2cnccc12	2%	-10%	-3	-2%	-5%	0%	8%	-5%	-1%	6%	-3%
COc1cccc(OCC(=O)Nc2ccncc2)c1	-13%	-8%	-5	2%	8%	0%	0%	-23%	10%	3%	5%
CC1=CCC2C(=O)N(c3ccc(S(N)(=O)=O)cc3)C(=O)C2C1 (stereo not given)	-1%	-7%	0	1%	-4%	3%	0%	24%	2%	5%	3%
Cc1ccc2c(c1)/C(=C/c1ccc(F)cc1)C(=O)N2	-10%	-9%	3	1%	8%	-2%	u	-52%[inhibitor]	-11%	-17%	-9%
COc1ccc(OCC(=O)NNc2nc3ccccc3s2)cc1	u	-2%	0	-5%	-4%	-4%	1%	-5%	-14%	2%	-4%
O=C(CNC(=O)Cc1ccccc1)NCC(=O)N1CCCCC1	16%	-3%	-1	-5%	-11%	-2%	0%	-24%	-2%	-2%	1%
On1nnc2cc(C(F)(F)F)ccc21	-9%	-5%	-2	1%	0%	-6%	6%	1%	1%	0%	0%
Cc1cc(C)c(C)c(S(=O)(=O)N2CCN(CC(=O)Nc3ccc([N+](=O)[O-])cc3)CC2)c1C	12%	0%	-1	7%	-3%	u	-2%	9%	-7%	2%	-2%

Random draw from the library. About 3.2% of those tested had a hit in this group.
